PPC-1+TRAIL kill = compounds killing PPC-1 cancer cells with TRAIL present, primary screen, TRAIL potentiator project, ATPLite luminescence, uHTS | cell killing (% activity), % at 4 µM | PPC-1 cells + TRAIL, ATPLite viability luminescence | 220,000 tested, 0.41% active;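 active = cell killing above 50% in the first pass at 4 µM, then a duplicate retest at 5 µM averaging 50% or more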;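 note: plate controls were cells with TRAIL plus DMSO for no effect and medium-only wells lacking cells for full effect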
BaF3 tox = parental Ba/F3 cell viability inhibition, counter-screen for JAK2V617F inhibitor project, murine pro-B, CellTiter-Glo luminescence; CellTiter-Glo ATP luminescence; inhibition, % at 5.6 µM; 220,000 tested, 1.1% active;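 active = inhibition above a per-campaign cutoff, the mean inhibition of all tested compounds plus 3 SD, cut at about 27% in these data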;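 note: 0% = DMSO wells and 100% = JAK Inhibitor I control wells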
CHOP inhibitor = inhibitors of CHOP promoter induction, primary screen, cell-based, unfolded protein response, luciferase reporter | inhibition, % at 10 µM | AID 2732, 2010 | 220,000 tested, 3.8% active | CHO-K1 CHOP-promoter luciferase, tunicamycin-induced, 15-18 h;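 active = compounds that reduced the stress-induced luciferase reporter signal by more than about 70% of percent inhibition, limit read from the data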;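 note: 0% = tunicamycin plus vehicle and 100% = wells without tunicamycin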
RBBP9 inhibitor = human RBBP9 inhibitors, primary screen, biochemical, fluorescence polarization, FP-Rh probe, HTS; Serine hydrolase RBBP9 (Homo sapiens), O75884; recombinant RBBP9; inhibition, % at 7.94 µM; 220,000 tested, 0.2% active; AID 1515, 2009;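 active = inhibition above the campaign mean of all tested compounds plus 3 SD, cut at about 14% in these data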;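 note: plate controls were DMSO wells with RBBP9 for no effect and wells lacking RBBP9 protein for full effect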
Target sequence (O75884 whole entry, looked up): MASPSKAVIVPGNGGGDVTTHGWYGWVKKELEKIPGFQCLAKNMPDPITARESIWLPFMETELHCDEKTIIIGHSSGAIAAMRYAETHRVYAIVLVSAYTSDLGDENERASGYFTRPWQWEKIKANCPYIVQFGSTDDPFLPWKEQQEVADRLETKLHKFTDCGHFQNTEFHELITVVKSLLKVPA
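Test system: recombinant human RBBP9; Timing: 30 min then 45 min, 25 °C; Detection: fluorescence polarization; Control set: RBBP9 with DMSO as uninhibited control, no-protein wells as full inhibition; Compound dosing: one concentration, 7.94 µM nominal, 0.794% DMSO; Probe or stimulus: FP-Rh activity-based probe, 375 nM before mixing.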
TRPN1 ag = zebrafish TRPN1 channel agonists, primary screen, cell-based, HEK293, calcium fluorescence; 220,000 tested, 0.18% active; transient receptor potential cation channel N1 (TRPN1/NompC), Danio rerio; HEK293 zebrafish TRPN1-YFP, Fluo-8 calcium fluorescence; 100% = response to 87 µM carbachol; activation, % at 3 µM;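 active = activation above its plate's cutoff, the mean activation of test wells on that plate plus 3 SD, cut at about 19% in these data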;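 note: 0% = DMSO alone and 100% = 87 µM carbachol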
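Material: zebrafish TRPN1-YFP in HEK293 cells; Doses: single test compound dose, 3 µM nominal, 0.3% DMSO; Timing: dye loading 1 h at 37 °C, then 30 min room temperature; Technique: intracellular calcium fluorescence with Fluo-8; Benchmarks: high carbachol 87 µM, low DMSO alone.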
Ba/F3 V617F tox = reduced viability of JAK2V617F-dependent Ba/F3 cells, primary screen, JAK2V617F inhibitor project, cell-based, Ba/F3 EpoR-JAK2V617F, luminescence; ATP luminescence; inhibition, % at 5.6 µM; 220,000 tested, 1.1% active;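 active = inhibition above the campaign mean plus 3 SD over all tested compounds, cut at about 24% in these data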;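 note: cytokine-independent growth of Ba/F3 cells driven by EpoR plus mutant JAK2; 0% = DMSO-treated cells and 100% = JAK inhibitor I control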
TRPML3 ag = human TRPML3 channel agonists, primary screen, cell-based, HEK293 TRPML3-YFP, Fluo-8 calcium fluorescence, 3 µM; 100% = the carbachol control signal; activation, % at 3 µM; 220,000 tested, 0.29% active;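 active = activation above its plate's cutoff, the mean activation of the plate's test wells plus 3 SD, cut at about 12% in these data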;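 note: 0% = DMSO only wells and 100% = carbachol wells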
Target sequence (Q8TDD5 whole entry, looked up): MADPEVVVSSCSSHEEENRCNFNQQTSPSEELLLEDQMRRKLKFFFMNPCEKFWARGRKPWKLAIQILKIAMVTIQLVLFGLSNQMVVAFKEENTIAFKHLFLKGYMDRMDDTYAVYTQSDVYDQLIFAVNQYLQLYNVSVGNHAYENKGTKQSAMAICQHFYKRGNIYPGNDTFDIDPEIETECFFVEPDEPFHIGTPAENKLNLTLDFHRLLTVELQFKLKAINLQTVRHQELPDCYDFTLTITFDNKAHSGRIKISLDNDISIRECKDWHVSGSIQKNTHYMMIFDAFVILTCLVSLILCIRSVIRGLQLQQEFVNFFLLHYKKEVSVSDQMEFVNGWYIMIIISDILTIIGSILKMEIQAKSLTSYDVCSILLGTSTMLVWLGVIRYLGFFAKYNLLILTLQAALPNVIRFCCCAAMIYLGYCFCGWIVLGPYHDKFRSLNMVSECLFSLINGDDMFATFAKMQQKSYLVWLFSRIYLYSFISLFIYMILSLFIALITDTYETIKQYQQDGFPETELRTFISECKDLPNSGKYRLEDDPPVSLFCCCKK
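Test system: TRPML3-YFP stable HEK293 cells. Doses: single point at 3 µM. Incubation: dye loading 1 h 37 °C then 30 min ambient, 125 s read. Signal: Fluo-8 calcium dye fluorescence, ex 470-495, em 515-575 nm. Measure: percent activation from peak-to-basal fluorescence ratio, scaled between DMSO and carbachol.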
TNF death inh = inhibitors of TNF-alpha triggered necroptosis, primary screen, cell-based, Jurkat FADD-/-, single concentration; activation (protection from cell death), % at 10 µM; Jurkat FADD-/- TNF necroptosis rescue, ATP luminescence, 24 h; 0 = TNF only, 100 = no-TNF cells; 220,000 tested, 0.068% active;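 active = activation, meaning protection from cell death, of at least 50% relative to plate controls; inactive = activation below 50%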;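 note: necroptosis triggered by 40 ng/mL TNF-alpha added together with compound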
Wee1 degr inh = Wee1 degradation inhibitors, primary screen, cell-based, HeLa, Wee1K328M-luciferase, luminescence; 220,000 tested, 1.2% active; AID 1321, 2008; HeLa Luc-Wee1K328M stability; 100% = proteasome inhibitor MG132 effect; reporter increase, % at 5 µM;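 active = activation above the mean of all tested compounds plus 3 SD, set per screening run, cut at about 8.8% in these data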;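 note: cells exposed to compound for 20 h before luminescence read; 0% = DMSO alone and 100% = MG132 at 30 µM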
Active calls of the source: *; nt = no result given.

SMILES | PPC-1+TRAIL kill | BaF3 tox | CHOP inhibitor | RBBP9 inhibitor | TRPN1 ag | Ba/F3 V617F tox | TRPML3 ag | TNF death inh | Wee1 degr inh
Cc1cc(OCC(=O)NC(C)(C)C)ccc1Cl | 3 | 3 | 16 | 3 | -0.3 | 0 | 0.2 | 0.7 | 1
COc1ccccc1NC(=O)c1c(N=Cc2c(O)ccc3ccccc23)cnn1C | -26 | -6 | -16 | -2 | -0.3 | 1 | -0.2 | -20 | 9.0*
COc1ccc(CCNC(=O)c2c([S-])n(-c3ccc(C)cc3)c3cccc[n+]23)cc1 | 44 | -6 | -28 | -9 | -2.0 | -3 | 0.3 | 1.1 | -1
CCC1CN(C(=O)Nc2cccc(C)c2)c2cc(C)ccc2O1 (centres undefined) | -5 | 1 | 54 | 1 | -1.7 | -2 | -0.4 | 0.4 | 1
Cn1c(C(=O)NCCCN2CCN(c3ccccc3F)CC2)cc2c(=O)[nH]c3ccccc3c21 | 12 | 9 | 4 | -7 | -0.2 | 6 | 1.2 | -2.8 | 2
Cc1cc(C(=O)COc2ccc3ccc(=O)oc3c2)c(C)n1C | 8 | 9 | 8 | -9 | -0.9 | -1 | 0.4 | -1.7 | -2
COc1cccc(C(=O)N(c2ccc(C)cc2)C2C=CS(=O)(=O)C2)c1 (centres undefined) | 5 | 6 | 13 | -7 | -0.3 | 0 | 0.5 | -0.1 | -2
CC(=O)Nc1ccc(OC(F)(F)C(F)F)c(NC(C)=O)c1 | 6 | 3 | -9 | 0 | -1.0 | -5 | -0.5 | 0.2 | -3
Cc1cc2nc(C)c(Cl)c(=O)n2[nH]1 | 24 | -4 | -5 | -2 | -0.4 | -3 | 0.5 | -0.6 | 1
O=C(NC(n1ccc(=O)[nH]c1=O)C(Cl)(Cl)Cl)C12CC3CC(CC(C3)C1)C2 (centres undefined) | 6 | 3 | 6 | -6 | -1.6 | -5 | -1.6 | -0.2 | 3

Single entries from above.
COc1ccc(CCNC(=O)c2c([S-])n(-c3ccc(C)cc3)c3cccc[n+]23)cc1 | Wee1 degr inh = -1
Cc1cc(OCC(=O)NC(C)(C)C)ccc1Cl | RBBP9 inhibitor = 3
COc1ccccc1NC(=O)c1c(N=Cc2c(O)ccc3ccccc23)cnn1C | TNF death inh = -20

Of the compounds above, three contain a Cl atom:
SMILES | PPC-1+TRAIL kill | BaF3 tox | CHOP inhibitor | RBBP9 inhibitor | TRPN1 ag | Ba/F3 V617F tox | TRPML3 ag | TNF death inh | Wee1 degr inh
Cc1cc(OCC(=O)NC(C)(C)C)ccc1Cl | 3 | 3 | 16 | 3 | -0.3 | 0 | 0.2 | 0.7 | 1
Cc1cc2nc(C)c(Cl)c(=O)n2[nH]1 | 24 | -4 | -5 | -2 | -0.4 | -3 | 0.5 | -0.6 | 1
O=C(NC(n1ccc(=O)[nH]c1=O)C(Cl)(Cl)Cl)C12CC3CC(CC(C3)C1)C2 (centres undefined) | 6 | 3 | 6 | -6 | -1.6 | -5 | -1.6 | -0.2 | 3

Next structures follow.
SMILES | PPC-1+TRAIL kill | BaF3 tox | CHOP inhibitor | RBBP9 inhibitor | TRPN1 ag | Ba/F3 V617F tox | TRPML3 ag | TNF death inh | Wee1 degr inh
CCN(CC)CCN(Cc1cc2cc3c(cc2[nH]c1=O)OCO3)C(=S)NCC1CCCO1 (centres undefined) | 9 | 5 | 15 | 0 | -0.5 | -2 | 0.1 | 0.9 | -1
O=C1/C(=C\c2cccnc2)SC(=S)N1C1CCS(=O)(=O)C1 (centres undefined) | 4 | 9 | 56 | -1 | 1.8 | 1 | -0.2 | -20 | 4
CCC(C)N1C(=O)S/C(=C/c2ccc(N3CCOCC3)cc2C)C1=O (centres undefined) | 5 | 4 | 19 | -8 | 0.9 | -1 | 1.0 | 0.3 | 8
COc1ccc(-n2c3c(c(=O)[nH]c2=O)C(NC(=O)c2ccncc2)(C(F)(F)F)C(=O)N3)cc1 (centres undefined) | nt | 2 | 5 | -4 | 0.3 | 0 | 0.5 | -0.2 | 3
C/C(=N/NC(=O)c1cccc(C)c1)c1c(O)cc(C)oc1=O | 15 | 2 | 10 | -4 | 0.6 | -1 | 0.5 | -1.1 | 6
Nc1ncnc(SCc2c(F)cccc2Cl)n1 | 4 | -4 | 11 | 1 | -0.4 | -1 | 0.1 | -18 | 1
COc1ccccc1N1CCN(c2nc(-c3ccccc3)cc(C(F)(F)F)n2)CC1 | 11 | 2 | -12 | -4 | -0.7 | 2 | 0.5 | 0.0 | 3
Cc1cc(C)cc(NC(=O)CSc2ccc(-c3ccco3)nn2)c1 | 13 | 6 | 27 | 1 | 2.2 | 0 | 1.0 | 2.5 | 1
Cc1ccc(S(=O)(=O)N2CCN(c3nc4ccccc4nc3-n3nc(C)cc3C)CC2)cc1 | 10 | 1 | 73* | 2 | 1.0 | 1 | 0.0 | -0.9 | 3
COC(=O)Nc1ccc2ncn(C)c(=O)c2c1 | 23 | 8 | 16 | -10 | 1.2 | -2 | 0.8 | -4.4 | 6
CCn1c(=O)cc(SCC(=O)NCc2ccccn2)c2ccccc21 | 14 | 0 | 14 | 0 | -0.3 | -3 | -0.3 | -1.2 | 2
Cn1nc(C(=O)OCC(=O)N2CCc3ccccc32)c2ccccc2c1=O | 17 | 3 | -20 | 3 | -0.1 | -6 | 0.1 | -0.4 | -2
O=C(O)[C@H]1CCCC[C@H]1C(=O)Nc1cc([N+](=O)[O-])ccc1F | 3 | 8 | 35 | -3 | -0.7 | 0 | 1.0 | 1.1 | 0
Cc1onc(-c2ccccc2)c1C(=O)N1CCN(c2ncccn2)CC1 | 7 | 7 | -3 | -9 | 0.4 | 3 | -0.8 | -0.4 | -5
O=[N+]([O-])c1ccc(N2CCOCC2)cc1NCc1ccccc1 | 16 | 0 | 22 | -8 | -1.8 | 1 | 0.0 | -10 | 3
O=C1OC2CCC1(c1ccccc1)C2 (centres undefined) | 15 | 5 | -2 | -8 | -1.9 | 2 | -0.5 | 0.7 | 0
COc1ccc(COc2ccc(C3C(S(=O)(=O)c4ccccc4)CON3C)cc2OC)cc1 (centres undefined) | 6 | 3 | 32 | -9 | -0.1 | 2 | 0.8 | 1.5 | -1
CC1(C)CC2CC(C)(CN2C(=O)c2ccccc2)C1 (centres undefined) | -8 | 7 | -21 | -8 | -0.7 | -2 | 0.4 | 0.4 | -1
O=C(CSC1=NCCS1)Nc1cccc(F)c1 | -2 | 4 | 3 | 2 | 0.0 | -1 | 0.2 | 8.8 | -3
O=C(NC(=S)NC1CC1)c1cccnc1 | -4 | 5 | 18 | 1 | 2.2 | 5 | -0.5 | -1.4 | -1
CC(C)(C)c1ccc(OC(=O)Cn2c(C(F)(F)F)nc3ccccc32)cc1 | 13 | 12 | 40 | -8 | 0.9 | 7 | 0.8 | -0.4 | -2
Nc1nn(-c2ccccc2)c(N)c1N=Nc1ccccc1F | 16 | 24 | 8 | 4 | 0.3 | 36* | 0.0 | -2.8 | 6
Cn1c(=O)c2c(nc(NC3CCCCC3)n2Cc2ccccc2)n(C)c1=O | -6 | 1 | 18 | -7 | 1.0 | -5 | 0.0 | 0.4 | -4
Cc1cccc(OCC(=O)N(Cc2cccs2)C2CCS(=O)(=O)C2)c1C (centres undefined) | -5 | 4 | -8 | 2 | -1.3 | 1 | -0.2 | -1.3 | 1
Cc1ccc2oc(=O)c(/C=C(\O)c3sc(C)nc3C)nc2c1 | 24 | 2 | 37 | -2 | 0.1 | -3 | 0.8 | 6.2 | -4
CCOC(=O)C1CCN(S(=O)(=O)c2ccc3[nH]c(=O)c(=O)[nH]c3c2)CC1 | 18 | 9 | 10 | 0 | 0.8 | 0 | -1.0 | 0.7 | 2
CCCc1nc2ccccc2c(=O)n1-c1c(C)n(C)n(-c2ccccc2)c1=O | -20 | -1 | -12 | -1 | 0.9 | -3 | -0.5 | -1.5 | 5
Cc1ccc2nc(NCc3ccccc3)c(C#N)cc2c1 | -11 | 3 | 38 | -1 | 1.2 | 2 | -0.4 | 0.1 | -2
Cc1ccccc1OCC(=O)Nc1cccc(NC(=O)c2ccco2)c1 | 7 | 2 | 7 | -13 | -0.2 | 2 | 0.6 | -0.7 | 1
CCOc1nc(-c2ccccc2)ccc1-c1noc(COc2ccccc2)n1 | -2 | 4 | -4 | -7 | 0.8 | -4 | 1.1 | 3.7 | 1
CSCCC1NC2(C(=O)Nc3c(C)cc(Cl)cc32)[C@@H]2C(=O)N(C3CCCC3)C(=O)[C@H]12 (some centres undefined) | 10 | 8 | 104* | -12 | -1.0 | 4 | -0.3 | -5.6 | -2
Cc1ccc(Cn2nnnc2CN2CCC(O)(c3ccc(F)cc3)CC2)cc1 | 11 | 2 | 1 | 0 | 0.8 | 4 | -0.4 | -0.3 | 1
CC(C)[C@H](NC(=O)c1ccccc1)C(=O)OCC(=O)N1CC2(C)CC1CC(C)(C)C2 (some centres undefined) | 4 | 2 | 40 | 2 | 0.6 | -2 | 0.2 | 1.2 | -2
COc1ccccc1-c1nnc(SCC(=O)OC(C)C)o1 | 6 | 1 | 12 | 0 | 0.6 | -4 | -0.7 | -2.2 | 1
Cc1nc2sc3c(c2c(=O)[nH]1)CCCCC3 | -10 | -5 | 6 | -10 | -0.4 | 0 | -0.6 | 2.5 | -1
NC(=NC(=O)c1ccc(OCC(F)(F)F)nc1)c1ccccc1 | 9 | -3 | 25 | 0 | 0.3 | 4 | -0.2 | 0.4 | -1
CCC(=O)c1cc2c(cc1NC(=O)c1ccccc1)OCCO2 | -3 | 2 | 36 | 1 | 0.1 | 1 | 0.7 | 0.3 | 2
COc1cccc2cc(-c3n[nH]c(=S)n3C)oc12 | 1 | 1 | 8 | -13 | -0.7 | 3 | -0.4 | -0.9 | 2
COc1cccc2cc(C(C)N(CCCN3CCOCC3)C(=S)Nc3cc(C)cc(C)c3)oc12 (centres undefined) | 8 | 3 | 7 | 0 | -0.9 | -2 | 0.6 | 0.0 | -1
Cc1onc(-c2ccccc2Cl)c1C(=O)NCc1ccco1 | -4 | -1 | 16 | -3 | -0.6 | -3 | -0.8 | -0.8 | -2
O=C(NCc1ccccc1)Oc1cccc(Cl)c1 | -6 | 4 | -29 | -4 | -0.3 | 3 | 0.8 | -1.3 | -3

Compound activity: PubChem BioAssay, several laboratories
